Compound activity deposited in PubChem BioAssay by National Center for Advancing Translational Sciences (NCATS).
G9a block – blocks human histone lysine methyltransferase G9a; Q96KQ7; G9a H3K9 monomethylation, AlphaScreen, 2 h; Potency, µM (doses to about 102 µM), for inactives: at the top dose activity, negative = inhibition, usual class: inhibitors; 350,000 compounds, 8.8% hits; AID 504332; also: potency is read from the fitted curve at half-maximal effect; % is scaled to controls: 0 for no effect and ±100 for the full control effect; nearly all actives have a fitted effect of over 75% in size
Target sequence (Q96KQ7 913-1193 limits assumed): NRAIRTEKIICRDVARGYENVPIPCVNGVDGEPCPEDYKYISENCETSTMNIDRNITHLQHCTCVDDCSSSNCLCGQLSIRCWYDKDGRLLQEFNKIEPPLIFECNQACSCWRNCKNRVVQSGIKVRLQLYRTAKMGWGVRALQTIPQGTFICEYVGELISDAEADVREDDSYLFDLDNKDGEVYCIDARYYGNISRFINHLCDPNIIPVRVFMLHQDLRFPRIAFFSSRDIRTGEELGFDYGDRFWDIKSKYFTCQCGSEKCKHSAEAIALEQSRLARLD
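Compounds were preincubated with 20 nM G9a for 15 min, after which biotinylated H3K9 peptide (500 nM) and SAM (20 uM) started a 2 h room-temperature reaction. Monomethylated product was quantified by antibody-based AlphaScreen chemiluminescence.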
PI4K2A inh – PI4K2A (human) kinase inhibition. 420,000 compounds, 0.13% hits. AID 1346378. purified PI4K2A, ADP-Glo luminescence, 1 h; stronger effect = lower value. Q9BTU6. activity change, negative = inhibition, % at 76.9 µM; in the data active = activity change below about -50%; inconclusive = mostly about -30% to -49%;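 also: -100% = wells without enzyme as full effect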
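ADP-Glo luminescence measured ADP generated by PI4K2A enzyme (4 ug/mL before mixing) with 1.2 mM PI substrate (pre-mix) and 300 microM ATP (pre-mix). Tris pH7.5 buffer with MgCl2, Triton X-100; 1 h reaction at ambient temperature.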
BAZ2B inh – inhibitors of human BAZ2B bromodomain. AlphaScreen BAZ2B-H3K14Ac peptide displacement. Potency, µM (series often up to 114 µM), for the others: top-dose activity change, negative = inhibition, hits mostly inhibitors. Q9UIF8. AID 504333. 360,000 compounds, 4.4% hits; also: potency is read from the fitted curve at half-maximal effect; % is scaled to controls: 0 for no effect and ±100 for the full control effect; nearly all actives have a fitted effect of over 60% in size
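BAZ2B (50 nM) with biotin-H3(5-23)K14Ac peptide (50 nM) in PBS pH 7.4, 0.01% Tween-20, preformed 30 min, then compound 30 min at room temperature; top concentration 110uM. AlphaScreen streptavidin donor/nickel chelate acceptor beads (10 ug/mL final), 20 min dark, signal read.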
JMJD2A Tudor inh – blocks the human JMJD2A Tudor domain; O75164; AlphaScreen JMJD2A-Tudor / H3K4me3 peptide binding; Potency, µM (series often up to 114 µM), without a hit: at the highest dose activity change, negative = inhibition, actives largely listed as inhibitors; 390,000 compounds, 4.4% hits; also: potency is read from the fitted curve at half-maximal effect; % is scaled to controls: 0 for no effect and ±100 for the full control effect; nearly all actives have a fitted effect of over 50% in size
ERG-DNA inh – blocks human ERG Ets domain binding to DNA; P11308; fluorescence polarization, His-ERG Ets domain / labelled DNA; Potency, µM (titrated, usually from 76.9 µM), inactives show at the top dose FP activity, negative = inhibition, actives largely listed as inhibitors; 370,000 compounds, 0.028% hits; AID 624246; active = well fitted inhibition curve with a large enough effect in the polarisation, with a control signal flat; inconclusive = small, poorly fitted or top-dose-only effect, or effect the other way, or a change in a side signal; inactive = no such curve, though single readings can be large or run the other way; the % refers to the polarisation;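 also: polarization taken with two DNA probes labelled with fluorescein and Texas red; potency is read from the fitted curve at half-maximal effect; % of control where 0% means no effect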
Target sequence (P11308 whole entry, looked up, the tested form may be a part): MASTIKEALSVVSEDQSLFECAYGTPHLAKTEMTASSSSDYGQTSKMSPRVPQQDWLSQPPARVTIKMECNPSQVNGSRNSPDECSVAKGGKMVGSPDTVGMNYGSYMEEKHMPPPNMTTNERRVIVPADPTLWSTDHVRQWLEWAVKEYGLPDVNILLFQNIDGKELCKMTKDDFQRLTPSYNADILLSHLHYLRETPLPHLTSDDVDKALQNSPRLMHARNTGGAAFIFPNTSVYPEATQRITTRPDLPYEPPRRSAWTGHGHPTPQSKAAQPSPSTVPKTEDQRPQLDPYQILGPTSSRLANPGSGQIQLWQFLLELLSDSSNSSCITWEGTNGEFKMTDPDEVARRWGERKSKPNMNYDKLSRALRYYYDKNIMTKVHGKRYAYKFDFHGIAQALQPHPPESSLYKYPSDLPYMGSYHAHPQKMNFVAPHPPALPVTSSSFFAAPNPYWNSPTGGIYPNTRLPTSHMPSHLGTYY
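His-tagged ERG Ets domain (1 uM in the protein solution; 300mM KCl, 50mM Tris-HCl, 1mM EDTA, 1mM DTT, pH 7.5) received compound, then a probe mix of 5 nM fluorescein-DNA and 100nM Texas-615-DNA. Fluorescence polarization was read for both dyes.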
PGK inhibitor – blocks T. brucei phosphoglycerate kinase | P07378 | PGK/GAPDH coupled, Kinase-Glo luminescence, 60 min | Potency, µM (highest dose often 57.5 µM), for inactives: at the top dose activity change, negative = inhibition, usual class: inhibitors | 380,000 compounds, 0.043% hits; also: potency is read from the fitted curve at half-maximal effect; % is scaled to controls: 0 for no effect and ±100 for the full control effect; nearly all actives have a fitted effect of over 60% in size
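Luminescent ATP detection (Kinase-Glo Plus) follows a 60-minute room-temperature incubation, with wells lacking PGK as controls. Buffer: 100 mM TEA (pH 7.6), 5 mM MgCl2, 0.01% Tween-20. Coupling enzyme GAPDH (100 nM final) supplies unstable 1,3-BPG in-well.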
GLS inhibitor – blocks human kidney-isoform glutaminase activity | GLS enzymatic activity, qHTS titration | 410,000 compounds, 0.21% hits | AID 624170 | O94925 | Potency, µM (doses to about 45.5 µM), inactives show at the top dose activity change, negative = inhibition, most hits filed as inhibitors; also: potency is read from the fitted curve at half-maximal effect; % is scaled to controls: 0 for no effect and ±100 for the full control effect
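Read-out is an Amplex red fluorescence increase coupled through glutamate oxidase and HRP, measured before and after 30 min room-temperature incubation. hKGA is in 45 mM KH2PO4 (pH 8.2) with 0.02% Tween-20; glutamine added as 1mM solution.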
HP1b binding inh – HP1-beta chromodomain-methylated histone interaction inhibition; AID 540317; Potency, µM (top dose mostly 114 µM), without a hit: at the top dose activity change, negative = inhibition, actives largely listed as inhibitors; 390,000 compounds, 0.56% hits; AlphaScreen HP1-beta / biotin-H3K9me3 peptide binding; also: potency is read from the fitted curve at half-maximal effect; nearly all actives have a fitted effect of over 70% in size; inactives centre near 23
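AlphaScreen: HP1-beta (50 nM) preformed 30 min with biotin-H3(1-18)K9me3 peptide (50 nM) in PBS pH 7.4, 0.01% Tween-20. Compound added for 30 min at RT, then streptavidin donor/nickel chelate acceptor beads (10 ug/mL) for 30 min.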
Pin1 inh – inhibitors of human Pin1. 390,000 compounds, 0.009% hits. Q13526. Potency, µM (series often up to 115 µM), for inactives: top-dose activity, negative = inhibition, hits mostly inhibitors. Pin1 FP peptide displacement, HiFluor488, 10 min; active = well fitted inhibition curve with a large enough effect in the polarisation, with a control signal flat, not every such curve was filed as active; inconclusive = small, poorly fitted or top-dose-only effect, or effect the other way, or a change in a side signal; inactive = no such curve, though single readings can be large or run the other way; the % refers to the polarisation; also: potency is read from the fitted curve at half-maximal effect; % is scaled to controls: 0 for no effect and ±100 for the full control effect
Target sequence (Q13526 whole entry, looked up): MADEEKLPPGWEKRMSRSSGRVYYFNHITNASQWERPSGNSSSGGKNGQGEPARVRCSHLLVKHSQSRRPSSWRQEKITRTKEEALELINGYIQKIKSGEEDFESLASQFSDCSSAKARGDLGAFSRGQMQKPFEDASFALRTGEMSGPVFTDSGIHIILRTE
Starred values were filed as active, the others as inactive; i = inactive; ? = inconclusive; . = not tested or not shown; [ ] = another dose, or the depositor's remark. Unless noted, calls follow the shape of the dose curve; as a rule, active = well fitted curve in the direction sought with a large enough effect; inconclusive = small, poorly fitted or top-dose-only effect, or another doubt; inactive = no such curve, though single readings can be large; an effect the other way counts as inactive or inconclusive.

Values run as follows: G9a block | PI4K2A inh | BAZ2B inh | JMJD2A Tudor inh | ERG-DNA inh | PGK inhibitor | GLS inhibitor | HP1b binding inh | Pin1 inh
- O=C(NCCN1CCCCC1)c1ccc2c(c1)OCCO2
    -8.6%[59 µM] | 4.4 | 3.0% | -8.6% | -3.6% | -6.4% | 7.7% | 40.9%[activator] | 1.6%
- COc1ccc(-n2c(O)c(/C=N/NS(=O)(=O)c3ccc(C)c([N+](=O)[O-])c3)c3ccccc3c2=O)cc1OC
    1.4%[12.7 µM] | -5.1 | 50.1µM* | 39.8µM* | 133.5%[activator] | . | 13.9% | ? | ?
- COc1ccc(C(=O)Nc2cc(-c3ccccc3)nn2-c2ccccc2F)cc1
    -32.4%[12.7 µM] | -3.0 | -21.0% | -19.4% | -4.2% | 3.2% | 0.8% | 34.3% | 7.7%
- CCCCOc1ccc(CN2CCC(O)CC2)cc1
    . | 3.4 | ? | 2.82µM* | -7.3% | -4.3% | -1.4% | -28.6% | -1.0%
- COC(=O)C1=C(C)N(Cc2ccccc2)C(=O)N[C@H]1CCc1ccccc1
    . | 1.4 | . | -16.0% | 7.8% | -4.1% | -0.2% | 13.4% | -4.8%
- COc1ccc(C(CNC(=O)c2c(C)nn(Cc3ccccc3)c2Cl)N2CCOCC2)cc1 (centres undefined)
    27.7%[12.7 µM] | -1.7 | 4.5% | -15.8% | 2.7% | 8.6% | 0.9% | 28.9% | 9.7%
- O=C(COC(=O)c1ccc(S(=O)(=O)N2CCCCCC2)cc1)NCc1ccc(Cl)cc1
    -6.8%[59 µM] | -4.3 | 9.8% | 3.7% | -3.7% | 10.9% | -1.6% | 44.3%[activator] | 8.5%
- CCCN1CCN(CCCNC(=O)CN2C(=O)COc3ccccc32)CC1
    -2.6%[59 µM] | -0.6 | -3.3% | 1.1% | . | -4.9% | 5.3% | 25.8% | -8.3%
- COc1ccc(C2/C(=C(/O)c3ccc(C)cc3)C(=O)C(=O)N2c2ccccn2)cc1OC (centres undefined)
    ? | 2.0 | ? | -10.2% | -6.0% | -0.4% | 18.3% | 21.5% | 1.4%
- Cc1ccc(NC(=O)N(CCC(=O)O)Cc2ccccc2)cc1
    -2.7% | -1.5 | -2.2% | -1.8% | -7.0% | -8.5% | 0.0% | 10.7% | 0.4%
- O=c1c(Cc2ccc(F)cc2)c(O)ccn1CCCN1CCOCC1
    0.1% | -3.3 | -10.3% | -8.0% | 2.9% | -11.2% | 6.1% | 101.0%[activator] | -2.6%
- CCCCC[C@@H]1C=C(C(=O)O)[C@H](c2ccc(Br)cc2)N1S(=O)(=O)c1ccc(C)cc1
    . | 4.1 | . | -25.3% | -2.8% | -12.7% | 0.6% | 10.5% | ?
- Cc1ccc(S(=O)(=O)Nc2nc(C)c(C(=O)N/N=C/c3ccccc3)s2)cc1
    -5.8%[59 µM] | -2.2 | -31.0% | -12.7% | -4.4% | -13.3% | -2.0% | 7.4% | -1.9%
- COc1ccccc1CNC(=O)Cn1c(-c2cccs2)cc2cc(F)ccc21
    -3.2%[59 µM] | -1.5 | 0.3% | 6.3% | -7.4% | -4.4% | -2.4% | 45.3%[activator] | 9.5%
- O=C(OCc1cc2ccccc2[nH]c1=O)c1cccnc1
    -39.5% | 0.2 | 6.5% | 3.8% | -0.9% | -13.5% | -7.7% | 55.0%[activator] | -3.5%

Later entries
Values run as follows: G9a block | PI4K2A inh | BAZ2B inh | JMJD2A Tudor inh | ERG-DNA inh | PGK inhibitor | GLS inhibitor | HP1b binding inh | Pin1 inh
- CN(C)/C=C/C(=O)c1ccccc1F
    14.1%[59 µM] | -3.0 | 12.0% | 5.3% | -5.9% | -9.1% | . | 22.9% | 2.2%
- COc1ccccc1NC(=O)Nc1nc(CC(=O)N2CCN(c3ccccc3F)CC2)cs1
    -49.6% | 1.8 | -6.0% | -21.0% | 0.3% | -5.1% | 7.4% | 8.1% | 24.8%
- CN1CCN(Cc2c(C(=O)N/N=C/c3cccc(Br)c3)nnn2-c2nonc2N)CC1
    ? | -2.2 | -11.7% | -6.2% | -8.5% | 0.0% | -1.4% | 44.6%[activator] | 0.9%
- CCOc1ccc(C(=O)N[C@H](C(=O)Nc2ccc(OC)c(S(=O)(=O)N3CCOCC3)c2)C(C)C)cc1
    -18.2% | -3.4 | -36.6% | -28.3% | -1.9% | i | -10.5% | 18.8% | -0.4%
- Cc1ccc(NC(=O)CCN2C(=O)c3ccccc3C2=O)cc1C
    5.0% | 1.8 | -0.3% | -6.4% | -23.2% | . | -4.8% | 66.7%[activator] | -4.2%
- Cc1ccc(/C=N/n2c(COc3ccccc3)n[nH]c2=S)o1
    12.6µM* | -3.6 | -32.7% | 56.2µM* | -8.0% | . | 14.3% | -2.9% | 3.7%
- O=S(=O)(c1cc(Cl)cc(Cl)c1)N1CCN(c2nc(-c3cccs3)nc3ccccc23)CC1
    . | 2.1 | . | -17.0% | . | . | . | 37.9% | -6.3%
- Cc1cc(-n2ccc(=O)[nH]c2=O)nc(-c2ccccc2)n1
    -12.8% | 7.0 | -4.6% | -7.0% | 0.5% | 3.1% | -5.5% | 30.0% | -7.3%
- Cc1ccc(NS(=O)(=O)c2cc(C(=O)NCCSc3ccc(C)cc3)ccc2C)cc1
    ? | -1.4 | -6.9% | -28.5% | . | . | 8.0% | 15.3% | 0.6%
- CCOc1ccc(C(=O)C2CCN(CC(=O)Nc3nccs3)CC2)cc1
    6.0% | 2.9 | -27.0% | -28.3% | 0.1% | i | 3.3% | -5.0% | -5.4%
- Cc1ccc(-c2cn3nc(N4CCC(C(=O)Nc5ccccc5C)CC4)sc3n2)cc1
    -3.9%[59 µM] | 2.3 | -0.1% | -1.3% | 4.6% | 1.6% | 6.0% | 37.9% | 2.4%
- CC(C)=CC(=O)OCC(=O)Nc1ccc(SC(F)F)cc1
    2.8% | -4.1 | 0.4% | 14.8% | -1.2% | i | 0.1% | 43.6%[activator] | 3.8%
- O=[N+]([O-])c1cccc(CSc2nnc(Cc3ccccc3)n2-c2ccc(F)cc2)c1
    -10.3%[59 µM] | -6.2 | -32.8% | ? | 8.4% | -3.9% | 1.3% | 4.5% | -3.7%
- CC(C)CN(C(=O)c1nn(C)c(=O)c2ccccc12)c1nc2ccccc2s1
    -36.9%[59 µM] | 2.1 | -30.0% | -19.6% | 1.5% | -4.8% | 6.1% | 39.7% | -1.5%
- CCOC(=O)C1(Cc2ccccc2)C(=O)Nc2ccccc21 (centres undefined)
    . | -1.9 | . | -8.8% | -3.0% | -6.9% | -6.8% | 18.8% | -0.5%

(more compounds)
Values run as follows: G9a block | PI4K2A inh | BAZ2B inh | JMJD2A Tudor inh | ERG-DNA inh | PGK inhibitor | GLS inhibitor | HP1b binding inh | Pin1 inh
- COc1ccc(CN2CCNC(=O)C2CC(=O)NCCC2=CCCCC2)c(F)c1 (centres undefined)
    61.9%[activator] | 1.5 | -15.0% | -23.5% | -0.1% | 16.7% | 9.5% | 19.0% | 3.3%
- Cc1cc(C)cc(OCc2nc3ncc(Br)cc3[nH]2)c1
    . | 3.8 | . | -6.3%[57.1 µM] | 5.1% | -7.2% | -0.6% | 39.6%[activator] | -0.1%
- O=C(CCCc1nc(-c2ccccc2Cl)no1)NCc1cccnc1
    15.8% | 4.7 | 8.9% | 2.7% | 4.5% | -2.9% | -0.4% | 17.9% | -1.3%
- O=C(Cc1ccc(Br)cc1)OCC(=O)c1ccc[nH]1
    . | 0.7 | . | -6.8% | -0.5% | 5.3% | -2.7% | 29.7% | ?
- Cc1ccc2nc(N(CCCN(C)C)C(=O)c3ccc4ncsc4c3)sc2c1
    14.1µM* | 7.3 | ? | 39.8µM* | 6.9% | -0.7% | 49.6%[activator] | 6.8% | -5.1%
- Cn1c(SCC(=O)NCC2CCCO2)nc2c([nH]c3ccccc32)c1=O (centres undefined)
    -3.1%[59 µM] | -2.2 | 9.4% | -11.0% | . | -6.6% | 0.0% | 53.8%[activator] | -2.1%
- COc1ccc(CC(=O)N[C@@H]2c3cc(OC)c(OC)cc3C[C@H]2O)cc1
    . | -0.1 | . | -11.6% | -2.7% | -2.1% | -0.9% | 25.4% | 4.9%
- COc1ccccc1CNC(=O)CCn1c(=O)c2ccccc2n(CC(=O)Nc2ccc(C)cc2)c1=O
    -6.9%[59 µM] | 3.7 | ? | -0.3% | 3.5% | -4.3% | -11.8% | 12.0% | 25.8%
- CN(C(=S)Nc1ccc(SC(F)F)cc1)c1ccc(O)cc1
    1.41µM* | ? | ? | ? | -0.5% | -10.0% | 24.2% | 70.8µM* | -3.3%
- COCc1cc(=O)[nH]c(-c2ccccc2OC(F)(F)F)n1
    1.1% | -2.2 | 3.2% | -0.3% | 6.0% | -3.6% | -6.6% | 47.2%[activator] | 0.2%
- Cc1ccc2c(c1)NC(=O)[C@@]1(C)[C@@H](c3ccccc3)[C@H]3COc4ccccc4[C@@H]3N1C2=O
    2.6%[2.33 µM] | 0.2 | -23.2% | -24.8% | 2.0% | -5.3% | -8.4% | 28.8% | 13.5%
- CC(=O)C(=Nc1ccccc1Cl)NNc1ccc(Cl)cc1
    7.94µM* | 1.1 | 28.2µM* | 31.6µM* | -1.0% | -10.7% | ? | 50.1µM* | -5.9%

Compounds as they come. Share with any hit: about 11%.
